High-throughput results: PubChem, several laboratories
NOD2 RIPK2 PPI = inhibitors of human NOD2-RIPK2 interaction; inhibition, % at 4.98 µM; CHO BLA complementation NOD2-RIPK2, CCF4 ratio; AID 624267; O43353; 0.38% of 360,000 active; in the data active = inhibition above about 21%;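 also: 0% = vehicle only and 100% = reference blocker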
MC4R ag barr = agonists of human melanocortin 4 receptor (MC4R) beta-arrestin. P32245. U2OS MC4R beta-arrestin complementation, luminescence; percent of melanotan II response, DMSO zero. activation, % at 8.9 µM. 0.98% of 360,000 active. AID 540308;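 active = activation above a per-plate cutoff, the mean activation of sample wells on that plate plus 3 SD, cut at about 8% in these data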
Target sequence (P32245 whole entry, looked up): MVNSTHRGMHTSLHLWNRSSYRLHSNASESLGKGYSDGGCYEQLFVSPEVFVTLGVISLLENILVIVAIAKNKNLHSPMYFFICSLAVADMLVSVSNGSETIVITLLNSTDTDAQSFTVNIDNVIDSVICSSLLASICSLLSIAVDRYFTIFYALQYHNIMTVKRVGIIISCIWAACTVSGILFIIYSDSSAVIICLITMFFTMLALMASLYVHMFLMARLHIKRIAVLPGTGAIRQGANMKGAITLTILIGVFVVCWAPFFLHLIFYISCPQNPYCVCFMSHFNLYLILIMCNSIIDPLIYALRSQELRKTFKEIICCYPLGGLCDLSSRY
NCOA2 inhibitor = inhibits human steroid receptor coactivator 2. Q15596. HEK293 GAL4-SRC2 luciferase reporter, luminescence. inhibition, % at 9 µM. 0.17% of 370,000 active;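 active = inhibition above the mean inhibition of all tested compounds plus 3 SD, set per campaign, cut at about 52% in these data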;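 also: 0% = DMSO treated cells and 100% = cells given Gossypol at 36 µM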
ABCB6 inh MLPCN = inhibitors of human ABC transporter ABCB6; Q9NP58; K562-ABCB6 porphyrin accumulation, flow cytometry, 1 h; active compounds read low; fluorescence ratio to DMSO, % at 10 µM; 0.19% of 360,000 active; AID 602162;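 active = fluorescence ratio to DMSO below 75%, the collection mean minus 3 SD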;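 also: signal is porphyrin accumulated inside mitochondria; 100% equals median channel fluorescence of DMSO control wells; lower ratio means ABCB6 inhibition with less porphyrin fluorescence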
N-glyco inh = N-linked glycosylation inhibition | D54 ERlucT glycosylation luciferase reporter, 24 h; percent of 100 nM tunicamycin response | reporter increase, % at 12.5 µM | 0.23% of 360,000 active;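 active = mean luciferase reporter signal, scaled so untreated is 0 and the glycosylation-blocking control 100, at or above a set limit in every replicate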;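 also: luciferase carries N-glycosylation sites so blocking glycosylation raises the light; 0% = median of neutral control wells and 100% = median of 100 nM tunicamycin wells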
HTR2A ag = agonists of mouse serotonin 5-HT2A receptor (HTR2A); P35363; CHO-K1 mHTR2A beta-arrestin complementation, luminescence; percent of 30 µM serotonin response; activation, % at 7.6 µM; 0.66% of 360,000 active; AID 624169;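 active = activation above a run cutoff, the mean activation of all tested compounds plus 3 SD, cut at about 14% in these data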;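 also: 0% = plate median of compound wells and 100% = 30 µM serotonin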
Target sequence (P35363 whole entry, looked up): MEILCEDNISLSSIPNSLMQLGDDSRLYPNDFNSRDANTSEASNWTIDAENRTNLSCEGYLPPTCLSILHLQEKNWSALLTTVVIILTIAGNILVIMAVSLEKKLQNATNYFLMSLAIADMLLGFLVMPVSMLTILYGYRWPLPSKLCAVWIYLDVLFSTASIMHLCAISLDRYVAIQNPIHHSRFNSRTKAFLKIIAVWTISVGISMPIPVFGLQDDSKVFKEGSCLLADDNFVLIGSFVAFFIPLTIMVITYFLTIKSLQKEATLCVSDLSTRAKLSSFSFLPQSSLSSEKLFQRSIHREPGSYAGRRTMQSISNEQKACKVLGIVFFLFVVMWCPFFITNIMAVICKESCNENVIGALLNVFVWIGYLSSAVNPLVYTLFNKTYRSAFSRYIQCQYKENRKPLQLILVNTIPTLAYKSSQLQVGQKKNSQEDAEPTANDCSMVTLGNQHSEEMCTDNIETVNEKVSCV
MC4R antag cAMP = blocks human MC4R cAMP signaling; MC4R-expressing cells, MTII-stimulated cAMP, LANCE TR-FRET; AID 540295; 0.48% of 360,000 active; inhibition, % at 6.5 µM; P32245;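 active = inhibition above its plate's cutoff, the mean of tested wells on that plate plus 3 SD, cut at about 29% in these data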;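 also: 0% = Melanotan II alone and 100% = Melanotan II plus saturating MCL0020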
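system = U2OS cells with stable human MC4R expression | also added = Melanotan II challenge after compound preincubation | dosing = one concentration, 6.5 µM nominal | incubation = compound 30 min, challenge 1 h, detection 1 h | measured by = TR-FRET with Eu-cAMP and labeled anti-cAMP, 671 nm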
ABHD5 PLIN5 PPI = ABHD5-PLIN5 protein interaction inhibition | Q00G26+Q8WTS1 | Split G. princeps luciferase complementation, luminescence, 4 h | inhibition, % at 4 µM | 0.78% of 360,000 active;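 active = inhibition above the mean inhibition across every tested compound plus 3 SD, cut at about 22% in these data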;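 also: 0% = DMSO only wells and the 100% control is not disclosed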
Cardio protect = protects H9c2 cardiomyocytes from peroxide injury; protection from H2O2 cell death, % at 20 µM; AID 588492; 0.63% of 360,000 active; H2O2 injury protection, ATPLite, 2 h;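 active = compounds giving at least 50% protection of heart cells from peroxide-induced death in the single-dose screen, raw or plate-pattern-corrected value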;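 also: 0% = DMSO wells with peroxide and 100% = DMSO wells without peroxide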
TLR9-MyD88 block = blocks human TLR9 binding to MyD88; AID 504734; Q9NR96+Q99836; inhibition, % at 4.98 µM; 0.21% of 340,000 active; CHO BLA complementation TLR9-MyD88, CCF4 FRET ratio;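 active = inhibition above the mean over all tested compounds plus 3 SD, cut at about 21% in these data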;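 also: 0% = DMSO only wells and 100% = clavulanate BLA inhibitor control wells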
An asterisk follows results filed as active; · = no result given. An excerpt (hit frequency here may not be typical).

SMILES	NOD2 RIPK2 PPI	MC4R ag barr	NCOA2 inhibitor	ABCB6 inh MLPCN	N-glyco inh	HTR2A ag	MC4R antag cAMP	ABHD5 PLIN5 PPI	Cardio protect	TLR9-MyD88 block
O=S(=O)(Nc1cccc(-c2ccc3nncn3n2)c1)c1ccc(Cl)s1	0	-1.3	-7	100	0	1	8	-3	19	0
Cc1cc(C)n(/N=C/c2cccc([N+](=O)[O-])c2)c(=O)c1	-16	1.6	-14	100	1	2	22	-5	1	-2
Cc1ccnn1CC(=O)N/N=C/c1cn[nH]c1-c1ccccc1	11	-1.3	-10	98	-1	5	-2	-3	2	-16
Cc1cc2oc(=O)cc(-c3ccccc3)c2c(C)c1-c1ccc(OC(F)(F)F)cc1	-12	-1.9	17	92	-10	1	-2	-9	-29	-4
O=C(CC(=O)N/N=C/c1ccc(O)cc1)N/N=C/c1ccc(O)cc1	3	0.6	14	93	2	-3	13	5	-1	-5
COc1ccc(OC)c2sc(NC(=O)C(C)C)nc12	-11	-0.1	-4	102	7	0	2	5	-2	1
CC(OC(=O)/C=C/c1ccc2ccccc2n1)C(=O)N(C)c1ccccc1 (centres undefined)	-9	-1.1	-4	100	1	0	4	-1	-7	4
Cc1ccc(S(=O)(=O)N(C)C)cc1NC(=O)COC(=O)CCC(=O)c1cccs1	-7	-0.5	6	99	3	2	1	-2	1	3
COc1ccc(NS(=O)(=O)c2cc(NC(=O)COc3ccccc3)ccc2N2CCOCC2)cc1	-2	-1.9	-12	94	0	-6	3	-5	1	-5
O=C(CSc1ncnc2c1nnn2Cc1ccccc1)NC1CCCC1	-4	-2.1	-6	90	2	0	3	-1	10	-1
CS(C)(=O)=NS(=O)(=O)c1ccc(Cl)cc1	1	-1.3	1	98	0	-2	9	3	-7	10
COCCNC(=O)c1cnn2c1NC(c1ccco1)CC2C(F)(F)F (centres undefined)	-4	-0.1	-17	90	1	3	2	4	9	-5
O=C(Nc1ccccc1)O/N=C/c1ccncc1	2	1.6	4	104	1	-1	1	11	-3	-8
CC1=C(C(=O)OCC2CCCO2)C(c2ccccc2)C2=C(CCCC2=O)N1 (centres undefined)	-4	-3.3	-11	100	-2	-4	1	-4	2	-4
O=C(N/N=C1\CC(c2ccccc2)Oc2ccccc21)c1cccnc1 (centres undefined)	-2	-2.3	-30	98	-1	-4	-1	-6	36	0
Cc1cccc(Cn2nnc3ccccc32)c1O	0	-1.1	-5	95	1	-7	0	-4	-7	5
Nc1nonc1C(=O)NCCNC(=O)c1cccs1	-1	-0.8	-17	96	0	-2	8	6	3	11
CN=C1SC(CC(=O)Nc2ccccc2F)C(=O)N1C (centres undefined)	-1	-0.2	9	98	-2	1	-1	-4	0	0
COc1ccc(/C=C/C(=O)OCc2nc3ccccc3c(=O)[nH]2)c(OC)c1	-4	0.5	-27	100	0	12	-1	-5	-7	4
Cc1ccc(C(=O)n2c(N)nc3ccccc32)cc1	-5	-1.5	25	983	-22	-2	0	3	-27	-9
C=CCOn1c(=O)c(-c2ccc(C)cc2)[n+]([O-])c2ccccc21	-6	-0.8	0	106	0	-2	1	-3	-3	1
CC(C)CN(C(=O)COC(=O)CSc1ccc([N+](=O)[O-])cc1)C1CCS(=O)(=O)C1 (centres undefined)	-5	-3.8	19	98	1	-5	-1	-3	0	-3
Cc1cccc(N2CCN(S(=O)(=O)c3ccc(-c4coc(C)n4)cc3)CC2C)c1 (centres undefined)	-5	-1.2	1	100	1	10	5	-2	-4	4
COc1cc(CN(C)Cc2ccccc2)cc(OC)c1O	1	-0.7	5	85	-1	-1	1	-1	9	4
Cc1cccc(N(CC(=O)NCCSCc2ccccc2)S(C)(=O)=O)c1	-12	-1.1	-19	101	-1	-5	12	2	-1	4
CC(C)N(C(=S)Nc1cc(S(=O)(=O)N2CCOCC2)ccc1Cl)c1ccccc1	6	-2.1	4	107	-1	-1	15	-2	7	10
CC(=O)NCCC1CCN(C(=O)C2CCC(=O)N(C3CCCC3)C2)CC1 (centres undefined)	5	-2.6	10	98	0	-4	-2	5	0	-6
Cc1ccnc(NC(=O)C2CCN(S(=O)(=O)c3cccc4nonc34)CC2)c1	1	-1.0	1	95	0	7	7	2	9	-12
O=C(O)CCC(=O)Nc1cccc(-c2nc3ccccc3o2)c1	4	0.3	5	98	1	4	15	-8	2	-5
OCCNc1nc(Nc2cc(Cl)ccc2OC2CCCC2)nc(N2CCCC2)n1	-5	-0.7	-8	89	6	4	11	-2	-9	3
CC1SC(C)C(=O)N(CC(=O)Nc2ccc3c(c2)OCO3)C1=O (centres undefined)	0	-2.3	-12	103	0	6	11	-2	-4	2
O=C(CNC(=O)c1ccccc1Br)N/N=C/c1cc(Br)ccc1O	-5	1.0	33	105	0	-1	-1	-2	74*	12
O=C1OC(c2ccccc2)=C/C1=C/N1CCOCC1	-19	0.4	-4	98	2	1	-3	7	15	-2
CCN(Cc1ccccc1)C(=O)c1c(-c2ccccc2Cl)noc1C	2	-0.7	-7	100	1	-8	-3	4	2	-9
COc1cc(C2SCC(=O)N2Cc2ccccc2)cc(OC)c1OC (centres undefined)	-2	1.0	0	93	2	-3	5	-11	0	-9
Cc1ccc(NC(=O)C2CC(=O)N(c3ccc4c5c(cccc35)CC4)C2)cc1 (centres undefined)	8	-0.7	-11	94	7	0	10	4	2	12
COc1cccc(OC)c1C(=O)OCc1c(-c2ccccc2)ncc2ccccc12	0	-1.3	-12	96	-4	0	-20	0	10	-4
CCN(Cc1ccncc1)C(=O)c1cccc(S(=O)(=O)N2CCOCC2)c1	-2	0.8	0	108	1	7	6	5	-5	-7
CC1CC(=O)N(C)c2cc([N+](=O)[O-])ccc2N1 (centres undefined)	2	-2.1	-43	100	6	4	-4	-5	-3	3
O=S1(=O)CC(N2CCN(CCO)CC2)CN1Cc1cn(Cc2ccc(F)cc2)nn1 (centres undefined)	-14	·	-16	99	·	-2	·	2	·	·
CC(C)c1ccc(C(=O)OCC(=O)Nc2cccc(S(=O)(=O)NC3=NCCC3)c2)cc1	-12	1.0	0	98	1	-4	18	4	3	7
CN(C)c1ccc(C(=O)Nc2ccc(S(=O)(=O)Nc3nccs3)cc2)cc1	1	0.3	-37	101	-2	7	-4	5	-4	2
COc1ccc(N2CC(C(=O)Nc3ccccc3C(=O)NC3CC3)CC2=O)cc1 (centres undefined)	1	0.7	-8	97	1	2	20	-3	1	7
COc1cccc(C(=O)Nc2nnc(C3CCCO3)s2)c1 (centres undefined)	-6	-0.1	-7	104	-2	7	1	-2	-7	-1
Oc1c(Br)cc(Br)c(/C=N/n2c(-c3ccccc3)n[nH]c2=S)c1Br	-2	-2.1	-9	100	3	-1	-2	-5	-11	-14
CCc1nc2ccccc2n1CCc1ccccc1	0	-0.3	8	94	-1	-1	6	-6	-1	-4
CCCOC(=O)c1cc(-c2ccc(C=O)o2)ccc1Cl	8	-0.1	-41	108	-8	2	-5	-4	-8	-5
CCc1ccc(CN(C)CCc2ccccn2)cc1	-9	1.7	1	96	1	-9	-1	9	2	-3
COc1ccc(-c2csc(NC(=O)c3ccccc3NS(=O)(=O)c3ccc(C)cc3)n2)cc1	0	3.1	27	93	-5	14	15	1	-25	-1
COc1ccccc1CNCC(O)(c1ccc(F)cc1)c1ccc(F)cc1	-17	3.3	19	95	-2	-10	3	-6	-8	-14

Other compounds.
SMILES	NOD2 RIPK2 PPI	MC4R ag barr	NCOA2 inhibitor	ABCB6 inh MLPCN	N-glyco inh	HTR2A ag	MC4R antag cAMP	ABHD5 PLIN5 PPI	Cardio protect	TLR9-MyD88 block
CC(=O)c1ccccc1NS(=O)(=O)c1ccccc1Cl	-7	-0.8	-3	97	0	-4	2	-1	22	7
COc1ccc(S(=O)(=O)N2CCN(c3ccc(F)cc3)CC2)cc1OC	-6	4.9	-20	101	-1	1	2	0	1	-1
CCn1c2ccccc2c2nc3cc(C(=O)O)ccc3nc21	-3	0.7	-85	93	-6	11	8	-7	-2	0
CCC(C)(C)NC(=O)C(c1ccc(OC)cc1)N(C(=O)CCC(=O)Nc1cc(C)on1)c1ccc2c(c1)OCCO2 (centres undefined)	-22	0.5	-7	97	-1	2	-6	-10	2	-14
CCc1cc2c(N3CCCCC3)ncnc2s1	-9	-0.7	-8	95	-6	6	6	4	-23	-6
Cc1noc(C)c1CSc1ncnc2ccccc12	4	1.0	0	97	3	4	-9	3	1	8
CC(=O)Nc1ccc(/C=N/NC(=O)CNS(=O)(=O)c2ccccc2)cc1	-2	-3.2	7	97	-1	4	-3	-2	-1	0
C=CCN(c1ccccc1)S(=O)(=O)c1cccc(C(=O)Nc2cc(C)ccn2)c1	11	-0.4	-62	98	-14	-1	6	-14	-6	1
C/C=C(\C)C(=O)Nc1cccc(C2=NOC3(C2)C[C@@H](C(N)=O)N(C(=O)c2ccccc2C(=O)c2ccccc2)C3)c1 (some centres undefined)	0	-0.1	-32	97	-1	-1	17	6	0	7
Cc1ccc(P(=O)(O)c2ccc(C)cc2)cc1	-5	1.6	-15	95	2	-2	0	-2	1	7
CCc1cc(CNC(=O)C2CCC(=O)N(Cc3ccccc3F)C2)on1 (centres undefined)	-1	0.3	-13	96	3	3	10	-8	4	1
COc1cc(/C=C/C(=O)O)ccc1OS(=O)(=O)c1c(C)c(C)cc(C)c1C	1	-3.1	-8	101	1	-5	1	-6	-5	3
CC(NC(=O)CSc1nc2c(c(C(F)(F)F)n1)CCc1ccccc1-2)c1ccccc1 (centres undefined)	-17	0.0	-20	91	-6	-3	10	8	-14	6
O=C(O)CCCN1C(=O)c2ccccc2Sc2ncccc21	-7	-0.5	7	96	3	-5	13	-11	5	-5
CC(=O)Nc1cc2c(cc1[N+](=O)[O-])-c1ccccc1C2=NO	-9	-0.4	9	96	0	-2	-4	2	0	3
CCC(NC(=O)CCc1c(C)c2cc3c(-c4ccccc4)coc3cc2oc1=O)C(=O)O (centres undefined)	-1	-0.4	10	99	0	12	3	-4	10	3
CCOc1ccc(Br)cc1S(=O)(=O)Nc1ccc(C(=O)Nc2ccccc2OC)cc1	-6	-2.9	6	98	5	0	-1	-2	1	0
CN(CC(=O)Nc1cccc(S(=O)(=O)N2CCCC2)c1)CC(=O)Nc1ccc(Cl)c(C(F)(F)F)c1	-4	0.1	11	98	-1	0	-4	-7	-20	-11
O=C(CCN=C1NS(=O)(=O)c2ccccc21)Nc1ccc(F)cc1Cl	-3	3.9	2	96	1	-6	16	-12	8	-5

Entries of single compounds, quoted from the list. Order of screens: NOD2 RIPK2 PPI	MC4R ag barr	NCOA2 inhibitor	ABCB6 inh MLPCN	N-glyco inh	HTR2A ag	MC4R antag cAMP	ABHD5 PLIN5 PPI	Cardio protect	TLR9-MyD88 block
CC(NC(=O)CSc1nc2c(c(C(F)(F)F)n1)CCc1ccccc1-2)c1ccccc1 (centres undefined) is listed with -17	0.0	-20	91	-6	-3	10	8	-14	6
CC(=O)Nc1cc2c(cc1[N+](=O)[O-])-c1ccccc1C2=NO is listed with -9	-0.4	9	96	0	-2	-4	2	0	3
COc1cc(/C=C/C(=O)O)ccc1OS(=O)(=O)c1c(C)c(C)cc(C)c1C is listed with 1	-3.1	-8	101	1	-5	1	-6	-5	3
